Screens (PubChem)
MazF activator = activators of E. coli MazEF toxin-antitoxin RNase, primary screen, biochemical, fluorescence, uHTS | actives 0.32% (n = 350,000) | Endoribonuclease toxin MazF (Escherichia coli (strain K12)), P0AE70 | FAM/BHQ RNA-DNA oligo cleavage fluorescence, 5 h | activation, % at 20 µM; in the data active = activation above about 50%
DUSP3 inh = VHR1 phosphatase inhibitors, primary screen, biochemical, absorbance, uHTS; recombinant VHR phosphatase, pNPP absorbance; actives 0.52% (n = 290,000); AID 1654, 2009; inhibition, % at 13.3 µM; Dual specificity protein phosphatase 3 (Homo sapiens), P51452; in the data active = inhibition above about 50%; note: some compounds called inactive have numbers as strong as hits
Target sequence (P51452 whole entry, looked up): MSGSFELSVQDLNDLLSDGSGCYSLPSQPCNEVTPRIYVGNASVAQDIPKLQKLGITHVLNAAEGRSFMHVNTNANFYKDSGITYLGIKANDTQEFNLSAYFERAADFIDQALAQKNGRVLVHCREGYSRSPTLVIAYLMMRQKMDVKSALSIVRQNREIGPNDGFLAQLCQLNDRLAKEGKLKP
Yp Topo-I inh = Yersinia pestis topoisomerase I inhibitors, primary screen, biochemical, cleavage product accumulation, plate reader, single point. DNA topoisomerase I (Yersinia pestis CO92). Y. pestis Topo-I cleavage product accumulation. activity, % at 10 µM. actives 0.064% (n = 360,000). AID 504884, 2011; in the data active = activity above about 50%, passing the limit was not always enough; inconclusive = no clear call, values can overlap the other calls; note: inactives centre near 2
SSB-PriA inh = inhibitors of Klebsiella pneumoniae PriA binding to SSB C-terminal tail, primary screen, biochemical, AlphaScreen; PriA–SSB C-terminal tail interaction (Klebsiella pneumoniae); inhibition, % at 33 µM; AlphaScreen SSBct-PriA binding, biotinylated peptide; actives 0.6% (n = 430,000); in the data active = inhibition mostly above about 37%, no sharp cut-off; inactive = mostly below about 20%;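 note: plate controls were negative control peptide for no effect and reference peptide for full effect; strong numbers were not always called active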
BH1578 lux ind = inducers of Vibrio cholerae quorum light production without autoinducers, primary screen, BH1578 luxS cqsA deficient, single point; V. cholerae BH1578 lux reporter, luminescence, 6 h; actives 0.16% (n = 350,000); activation, % at 18.7 µM; in the data active = activation mostly above about 9.7%, no sharp cut-off; inconclusive = no clear call, values can overlap the other calls; inactive = mostly below about 3.7%; note: not every result past the cut was called active; inactives centre near 0; reference of the scale not given here
Anthrax LF prot = Bacillus anthracis LF protease inhibitors, primary screen, biochemical, multiplex microsphere, MLPCN library | Lethal factor (Bacillus anthracis), P15917 | multiplex microsphere protease cleavage assay | inhibition, % at 10 µM | actives 0.12% (n = 360,000); in the data active = inhibition above about 30%; inconclusive = no clear call, values can overlap the other calls; note: plate controls were buffer without enzyme for full effect and enzyme alone for no effect
Target sequence (P15917 whole entry, looked up): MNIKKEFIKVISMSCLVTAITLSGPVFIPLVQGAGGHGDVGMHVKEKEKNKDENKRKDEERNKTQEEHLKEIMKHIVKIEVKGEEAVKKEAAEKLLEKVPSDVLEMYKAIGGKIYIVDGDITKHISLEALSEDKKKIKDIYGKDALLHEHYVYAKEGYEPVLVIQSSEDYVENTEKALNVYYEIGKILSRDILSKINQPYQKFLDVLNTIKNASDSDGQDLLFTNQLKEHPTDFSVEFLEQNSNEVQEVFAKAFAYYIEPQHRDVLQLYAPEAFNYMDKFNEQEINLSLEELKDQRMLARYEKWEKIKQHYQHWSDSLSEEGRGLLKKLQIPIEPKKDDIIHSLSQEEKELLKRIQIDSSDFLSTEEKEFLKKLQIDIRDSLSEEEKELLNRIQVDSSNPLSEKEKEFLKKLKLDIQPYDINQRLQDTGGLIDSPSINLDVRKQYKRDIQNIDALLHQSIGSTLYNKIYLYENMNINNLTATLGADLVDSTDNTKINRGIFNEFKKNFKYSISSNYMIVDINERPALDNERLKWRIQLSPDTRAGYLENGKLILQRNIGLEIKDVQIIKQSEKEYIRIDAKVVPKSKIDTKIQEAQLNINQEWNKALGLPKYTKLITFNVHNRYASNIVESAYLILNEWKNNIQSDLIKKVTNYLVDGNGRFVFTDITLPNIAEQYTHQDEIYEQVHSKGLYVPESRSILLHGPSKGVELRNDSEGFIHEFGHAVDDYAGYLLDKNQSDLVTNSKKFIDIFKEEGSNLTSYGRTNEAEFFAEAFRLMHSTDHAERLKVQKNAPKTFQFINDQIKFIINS
Rv3671c protease = Rv3671c serine protease inhibitors, primary screen, biochemical, fluorescence polarization, M. tuberculosis H37Rv; inhibition, % at 5.96 µM; actives 0.048% (n = 320,000); in the data active = inhibition above about 38%;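 note: extracellular domain of Rv3671c used as enzyme; 0% = enzyme with DMSO and 100% = no enzyme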
PfHsp40 rescue = rescue of yeast from PfHsp40 toxicity, primary screen, S. cerevisiae, ATP luminescence. growth rescue, % at 12.5 µM. actives 0.68% (n = 340,000). S. cerevisiae expressing PfHsp40, growth rescue; in the data active = growth rescue above about 28%, passing the limit was not always enough; inconclusive = no clear call, values can overlap the other calls;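 note: yeast W303a lacking pdr1 and pdr3 grown in galactose medium; growth measured after three days at 30 °C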
TcdB GH inh = TcdB glycohydrolase inhibitors, primary screen, biochemical, single point, plate reader. actives 0.24% (n = 350,000). inhibition, % at 9.99 µM. TcdB glycohydrolase enzymatic assay. AID 652162, 2013. Toxin B (Clostridioides difficile), P18177; in the data active = inhibition above about 10%
SARS 3CLpro inh = SARS-CoV 3CLpro protease inhibitors, primary screen, biochemical, quenched FRET; Replicase polyprotein 1ab (Severe acute respiratory syndrome coronavirus), P0C6X7; recombinant SARS-CoV 3CLpro, quenched FRET peptide cleavage; inhibition, % at 6 µM; actives 0.14% (n = 290,000); AID 1706, 2009; in the data active = inhibition above about 12%
Active calls of the source: *; i = inactive; ? = inconclusive; · = no result given; & = joins results of further samples; ! = repeats disagree. A portion of the library; rates above refer to the full screens.

#	structure	MazF activator	DUSP3 inh	Yp Topo-I inh	SSB-PriA inh	BH1578 lux ind
1	CC(=O)NC1=NN(C(C)=O)C(c2ccc(F)cc2)S1 (centres undefined)	15	20	-13	6	-0.5
2	O=C(NC1CCCCC1)N1CCN(CCc2ccccc2)CC1	1	20	6	-13	2.0
3	CCc1cc(=O)oc2cc(OCC(=O)NCCCN3CCCC3=O)ccc12	1	34	3	4	-2.0
4	Cc1ccc(S(=O)(=O)Nc2cccc(-c3ccc4nnc(C)n4n3)c2)s1	2	16	6	-18	-5.6
5	COC(=O)C1=C(c2cccc(C#N)c2)C[C@@H]2CC[C@H]1N2C(=O)NCc1cccc2ccccc12	-3	·	11	0	1.6
6	N#CCCN1CCN(C(=S)c2ccc(-c3ccc(Cl)c(Cl)c3)o2)CC1	4	22	21	13	i
7	O=C(COC(=O)CCC(=O)c1cccs1)Nc1ccccc1[N+](=O)[O-]	4	9	-16	-5	0.4
8	Cn1nnnc1Sc1ncnc2scc(-c3ccccc3Cl)c12	2	·	9	-2	i
9	COc1ccccc1OC(=O)c1cc2ccccc2oc1=O	8	6	12	0	i
10	COc1ccccc1OCC(=O)Nc1c2c(nn1-c1ccc(F)cc1)CS(=O)(=O)C2	11	1	3	-14	i
11	CNC(=O)N1CCN(C(=O)NC)CC1	1	33	5	-4	-1.4
12	CC(=O)c1cccc(NCC(=O)Nc2cc(S(=O)(=O)N3CCCCC3)ccc2C)c1	5	11	22	5	-1.3
13	CCOC(=O)/C(C#N)=C/N=c1ccc(C)cn1C	3	4	1	-7	i
14	N#C/C=C/C(=C\Nc1ccc(Cl)cc1)S(=O)(=O)c1ccccc1	-4	0	9	4	-0.5
15	COc1ccc(C2C(C#N)=C(N)Oc3cc4c(cc32)OCO4)cc1 (centres undefined)	-6	-2	-5	2	-0.9

#	Anthrax LF prot	Rv3671c protease	PfHsp40 rescue	TcdB GH inh	SARS 3CLpro inh
1	-1	-8	0.0	-0.2	4
2	1	1	-1.4	·	1
3	-2	-4	-0.1	-0.2	-2
4	0	2	-2.0	2.3	4
5	-2	-6	-1.3	1.1	·
6	-2	-20	3.7	·	3
7	6	-4	0.6	0.7	4
8	-4	-4	0.2	0.0	·
9	-6	4	7.4	0.9	-2
10	-1	3	3.5	0.5	3
11	-4	-1	0.0	-1.3	-2
12	-14	-13	-1.1	0.2	2
13	6	1	-0.8	0.5	-6
14	0	-18	-0.7	2.2	3
15	-1	-9	-1.1	·	-6

#	structure	MazF activator	DUSP3 inh	Yp Topo-I inh	SSB-PriA inh	BH1578 lux ind
16	Cc1cc(NC(=O)Cn2nc(C(=O)O)c3ccccc3c2=O)ccc1Br	-13	12	13	-10	-0.5
17	Oc1ccc2ccccc2c1N=Nc1ccccc1F	-1	5	12	27	-0.2
18	CSc1ccccc1C(=O)N1CCN(c2cccc(Cl)c2)CC1	-5	36	3	11	-0.5
19	Cc1nccn1CCCNC(=O)C1CCC(=O)N(Cc2ccccc2F)C1 (centres undefined)	-13	6	1	2	-0.2
20	O=C(CCc1nnc(C2(c3ccc(Cl)cc3)CCC2)o1)NCCCn1cccn1	4	19	2	-7	i
21	CC(C)C1C(=O)N(Cc2cn(CCC3OCCO3)nn2)CCS(=O)(=O)N1Cc1ccc(-c2ccc(F)cc2)cc1 (centres undefined)	4	·	16	·	-0.3
22	Cc1noc(C)c1NC(=O)N(C)C[C@@H]1Oc2c(NC(=O)NC(C)C)cccc2C(=O)N([C@@H](C)CO)C[C@@H]1C	3	·	-9	-11	-0.2
23	c1cncc(-c2cn(C[C@H]3CC[C@H](Cn4cc(-c5cccnc5)nn4)O3)nn2)c1	1	·	-2	-3	i
24	Cc1ccc(NC(=O)c2nsc(Cl)c2Cl)cc1	4	18	4	-10	-0.5
25	O=C(CN1C(=O)C2C3C=CC(C3)C2C1=O)OCC(=O)c1ccc(Cl)cc1 (centres undefined)	3	4	6	-9	-0.6
26	NC(=S)N/N=C/c1cc([N+](=O)[O-])ccc1Cl	6	18	0	·	-0.2
27	Cc1cc(Br)ccc1NC(=O)CN(C)C(=O)CSC(=S)N1CCCC1	2	·	-5	-11	i
28	Cn1c(/N=C/c2c[nH]c3ccccc23)nc2ccccc21	13	12	10	·	i
29	O=c1cc(N2CCN(c3ccccc3Cl)CC2)[nH]c(=O)n1Cc1ccc(F)cc1	4	9	7	-2	-0.4
30	CNS(=O)(=O)c1ccc2c3c(cccc13)C(=O)N2	-4	20	-5	-5	i

#	Anthrax LF prot	Rv3671c protease	PfHsp40 rescue	TcdB GH inh	SARS 3CLpro inh
16	-9	-3	0.3	0.5	1
17	-1	0	-1.8	1.1	-5
18	7	0	0.2	0.7	0
19	0	-8	0.1	0.2	1
20	10	4	-0.2	0.9	4
21	-6	·	·	1.1	·
22	-5	-2	-0.9	0.1&1.1	·
23	0	·	-0.4	0.1	·
24	4	-3	0.0	1.2	-2
25	-3	·	-1.6	0.5	1
26	-1	3	-0.7	2.8	-3
27	-10	0	-1.3	0.6	·
28	-3	8	-0.9	·	-1
29	-6	-5	0.8	0.9	-3
30	2	·	-0.2	1.0	2

#	structure	MazF activator	DUSP3 inh	Yp Topo-I inh	SSB-PriA inh	BH1578 lux ind
31	COc1ccc(C)cc1S(=O)(=O)N1CCc2ccccc2C1	10	5	4	-3	i
32	COc1ccc(CC(=O)Nc2c3c(nn2C(C)(C)C)CS(=O)C3)cc1 (centres undefined)	13	12	6	-11	-0.2
33	C[C@H](CO)N1C[C@H](C)[C@@H](CN(C)C(=O)Nc2ccc(C(F)(F)F)cc2)Oc2c(NS(=O)(=O)c3ccccc3)cccc2C1=O	7	·	4	9	i
34	CCc1noc(C)c1C(=O)NC1CCCc2c1cnn2-c1ccc(C(C)(C)C)cc1 (centres undefined)	2	44	3	-4	i
35	COC(=O)c1ccccc1N/C=C/C(=O)c1ccc(Br)cc1	0	5	-4	·	-0.4
36	CN1C(=O)N(C)C(c2ccccc2Cl)C2=C1CC(C)(C)CC2=O (centres undefined)	-1	2	-3	-13	-0.2
37	Cc1ccc(-c2nc(NCCN(C)C)c3ccccc3n2)cc1	10	25	-9	0	-1.3
38	Cc1noc(C(F)(F)F)c1C(=O)NNC(=O)c1cccc(C(F)(F)F)c1	2	-1	-3	-2	-0.6
39	O=C(NCc1ccc2c(c1)OCO2)c1ccc(NS(=O)(=O)c2ccc3c(c2)OCCO3)cc1	-11	3	2	-1	i
40	O=C(NC1CCN(S(=O)(=O)c2ccccc2)CC1)c1ccc(F)cc1	11	32	7	-9	-0.1
41	Cc1ccc(NC(=O)CSCC(=O)Nc2ccccc2C(=O)N2CCCCC2)cc1	1	·	12	5	i
42	C[C@H]1COC(=O)[C@H](CC(=O)OC(C)(C)C)C/C=C\C[C@@H](CC(=O)N[C@@H](CO)Cc2ccccc2)C(=O)N1	1	·	5	12	i
43	COc1ccccc1CNC(=O)Nc1nc(C(N)CCc2ccccc2)cs1 (centres undefined)	·	·	-13	·	-0.8
44	CCCCn1c(N)c(N(CCOC)C(=O)C2CCN(C(=O)c3ccc(Cl)cc3)CC2)c(=O)[nH]c1=O	5	·	2	-5	i
45	CCOc1nc(C)cc(C)c1S(=O)(=O)c1cccc(Cl)c1	3	-3	16	-28	i

#	Anthrax LF prot	Rv3671c protease	PfHsp40 rescue	TcdB GH inh	SARS 3CLpro inh
31	-4	9	0.7	1.1	4
32	-7	-3	-0.8	0.2	1
33	1	-5	1.1	10*!	·
34	4	1	0.8	-0.5	0
35	-1	-14	1.1	-0.8	-2
36	-16	5	-1.0	-0.5	1
37	·	8	-0.3	0.5	-5
38	-7	7	-0.4	1.3	4
39	-16	-20	0.2	-0.2	-5
40	-9	-7	-1.0	0.3	-1
41	2	-2	1.5	0.7	·
42	-5	3	0.3	1.6	·
43	-2	·	·	0.4	·
44	1	6	-1.3	0.9	·
45	-12	-8	-2.5	0.6	-4

#	structure	MazF activator	DUSP3 inh	Yp Topo-I inh	SSB-PriA inh	BH1578 lux ind
46	CC(C)(Oc1ccc(Cl)cc1)C(=O)OCC(=O)Nc1ncc(Cl)cc1Cl	-2	16	10	1	-12
47	C/C(CCc1ccc2c(c1)OCO2)=N\NC(=S)NC(C)C	-7	23	12	·	i
48	CCC(C)C(NC(=O)C1CCC(C)CC1)C(=O)Nc1ccc(OC)cc1OC (centres undefined)	9	25	-5	4	0.6
49	CSc1ccc(/C=N/NC(=O)c2cccs2)cc1	0	-3	-2	i	-0.8
50	CCOC(=O)C[C@H]1c2cc(F)ccc2S(=O)(=O)N1c1cccc(OC)c1	5	·	-2	-7	0.8

#	Anthrax LF prot	Rv3671c protease	PfHsp40 rescue	TcdB GH inh	SARS 3CLpro inh
46	-5	3	-0.4	·	0
47	-1	2	-0.5	1.2	2
48	-8	13	-0.6	0.3	5
49	?	-1	-1.0	-0.5	4
50	-8	5	-0.3	-3.4	·

Of the compounds above, these contain a tert-butyl group.
#	structure	MazF activator	DUSP3 inh	Yp Topo-I inh	SSB-PriA inh	BH1578 lux ind
32	COc1ccc(CC(=O)Nc2c3c(nn2C(C)(C)C)CS(=O)C3)cc1 (centres undefined)	13	12	6	-11	-0.2
34	CCc1noc(C)c1C(=O)NC1CCCc2c1cnn2-c1ccc(C(C)(C)C)cc1 (centres undefined)	2	44	3	-4	i
42	C[C@H]1COC(=O)[C@H](CC(=O)OC(C)(C)C)C/C=C\C[C@@H](CC(=O)N[C@@H](CO)Cc2ccccc2)C(=O)N1	1	·	5	12	i

#	Anthrax LF prot	Rv3671c protease	PfHsp40 rescue	TcdB GH inh	SARS 3CLpro inh
32	-7	-3	-0.8	0.2	1
34	4	1	0.8	-0.5	0
42	-5	3	0.3	1.6	·
